From PubChem BioAssay
TbHK1 inh – T. brucei hexokinase 1 inhibition. inhibition, % at 10 µM. 220,000 tested, 0.11% active. recombinant TbHK1, G6PDH-coupled NADH A340;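 active = inhibition of 50% or more in the single-dose primary screen; inactive = inhibition below 50%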
14-3-3 Bad PPI – disrupts binding of bovine 14-3-3 zeta to phospho-Bad peptide; P63103; TR-FRET 14-3-3zeta/Dy647-pBad peptide displacement, 1 h; inhibition, % at 21.7 µM; 220,000 tested, 0.71% active;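 active = inhibition above about 70%, limit read from the data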;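 also: 0% = full 14-3-3 plus peptide FRET controls and 100% = background without 14-3-3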
L929 necroptosis – L929 zVAD cell death inhibition. viability rescue, % at 10 µM. L929 zVAD necroptosis rescue, ATP luminescence, 24 h; with zVAD 60 µM. 220,000 tested, 0.38% active;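 active = activation, scaled between plate controls, above about 75%, limit read from the data; inactive = activation under that limit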;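 also: 0% = zVAD with DMSO and 100% = DMSO alone without zVAD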
Runt-SMMHC FRET – blocks binding of human RUNX1 Runt domain to CBFb-SMMHC. 220,000 tested, 0.74% active. AID 1434. Q01196+Q13951. Cerulean-Runt/Venus-CBFb-SMMHC FRET ratio 530/480, 1 h. inhibition, % at 20 µM;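 active = mean inhibition across duplicate retests at 20 µM reaching about 50%, limit read from the data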;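 also: 0% = DMSO wells and 100% = wells with excess untagged CBFb-SMMHC; inhibitors lower the FRET ratio by blocking Runt binding to CBFb-SMMHC; some results filed as inactive read as strong as hits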
Target sequence (Q01196 whole entry, looked up, the tested form may be a part): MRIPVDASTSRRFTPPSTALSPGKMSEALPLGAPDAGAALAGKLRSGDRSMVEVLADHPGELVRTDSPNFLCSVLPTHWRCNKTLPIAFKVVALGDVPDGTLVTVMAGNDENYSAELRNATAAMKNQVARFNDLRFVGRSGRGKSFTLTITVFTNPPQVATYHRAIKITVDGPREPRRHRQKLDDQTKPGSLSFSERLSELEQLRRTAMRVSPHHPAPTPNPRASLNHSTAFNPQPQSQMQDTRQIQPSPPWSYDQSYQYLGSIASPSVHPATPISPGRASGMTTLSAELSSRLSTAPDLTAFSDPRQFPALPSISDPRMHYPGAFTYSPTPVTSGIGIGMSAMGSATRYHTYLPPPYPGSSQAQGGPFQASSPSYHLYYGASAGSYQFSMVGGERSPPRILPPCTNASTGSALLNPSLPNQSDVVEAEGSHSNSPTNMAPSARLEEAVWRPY
Target sequence (Q13951 whole entry, looked up, the tested form may be a part): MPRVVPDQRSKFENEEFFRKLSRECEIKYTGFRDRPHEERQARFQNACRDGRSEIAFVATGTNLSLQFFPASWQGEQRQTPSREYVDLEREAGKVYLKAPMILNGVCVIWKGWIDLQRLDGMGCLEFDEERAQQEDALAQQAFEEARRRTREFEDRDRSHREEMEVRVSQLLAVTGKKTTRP
p47phox inh – p47phox (human) inhibition. P14598. p47phox/p22phox peptide binding, fluorescence polarization, 2 h. inhibition, % at 24.7 µM. 220,000 tested, 0.53% active;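 active = inhibition above about 30%, limit read from the data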;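 also: 0% = p47phox with labelled peptide and 100% = labelled peptide alone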
Target sequence (P14598 whole entry, looked up): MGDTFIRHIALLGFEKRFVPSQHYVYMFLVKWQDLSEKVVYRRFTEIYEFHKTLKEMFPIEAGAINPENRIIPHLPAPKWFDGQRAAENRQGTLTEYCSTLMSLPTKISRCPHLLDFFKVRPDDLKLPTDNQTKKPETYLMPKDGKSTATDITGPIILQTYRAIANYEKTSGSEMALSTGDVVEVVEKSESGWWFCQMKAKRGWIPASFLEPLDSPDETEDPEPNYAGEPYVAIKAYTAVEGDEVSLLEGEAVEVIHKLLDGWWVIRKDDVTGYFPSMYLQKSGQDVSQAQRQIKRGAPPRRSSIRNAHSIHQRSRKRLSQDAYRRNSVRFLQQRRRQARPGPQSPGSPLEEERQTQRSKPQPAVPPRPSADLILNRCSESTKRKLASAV
EBV gp42 inh – blocks Epstein-Barr virus glycoprotein 42 binding; Q1HVG2; Fluorescence polarization binding assay, mP read-out; inhibition, % (tested at 21.74 µM); 220,000 tested, 0.42% active; AID 1085; in the data active = inhibition above about 50%
Hck Nef HTS – blocks Nef-activated human Hck kinase. AID 463187. 220,000 tested, 0.68% active. Recombinant Hck-YEEI plus Nef, Z-Lyte FRET kinase assay. inhibition, % at 20 µM. P08631;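 active = Hck-Nef kinase inhibition above about 50%, limit read from the data; inactive = inhibition below that limit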;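 also: 0% = DMSO with Hck plus Nef and 100% = Hck alone without Nef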
Runt-CBFb FRET – blocks binding of human RUNX1 Runt domain to CBFb. 220,000 tested, 0.46% active. Cerulean-Runt/Venus-CBFb FRET ratio 530/480, 1 h. Q01196+Q13951. inhibition, % at 20 µM;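 active = inhibition over about 50% at 20 µM in the single-dose screen, limit read from the data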;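 also: 0% = DMSO wells and 100% = excess unlabeled CBFb competitor control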
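Assay system: Cerulean-tagged RUNX1 Runt domain (FRET donor) fusion protein / Amount: 100 nM each of Venus-CBFb and Cerulean-Runt domain / Medium: Tris buffer pH 7.5 with salts and BSA / Also added: Venus-CBFb 100 nM / Schedule: 1 h complex formation plus 1 h compound treatment, room temperature / Signal: FRET fluorescence / Read-out: loss of energy transfer signal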
MDM2 E3 inh – blocks human Mdm2 ubiquitin ligase activity; cell-based MDM2 ubiquitination luciferase reporter, 2 h; 0 = plate control, 100 = twice control, blank-subtracted; signal enhancement, % at 5 µM; 210,000 tested, 0.11% active;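 active = signal enhancement of 30% or more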;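 also: luminescence tracks abundance of the self-degrading MDM2-luciferase fusion protein; higher signal means inhibition of MDM2 E3 ligase activity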
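Timing – 2 h compound exposure at 37 °C · Assay system – mammalian cells stably expressing self-ubiquitinating, self-degrading MDM2 E3–luciferase fusion · Amount – 2000 cells seeded into each well · Measure – % luminescence enhancement versus blank-corrected plate control mean · Measured by – SteadyLite luminescence, 15 min reagent step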
* = called active by the depositor; / = not tested or not shown; [ ] = another dose, or the depositor's remark. Rows are unselected. Share with any hit: about 3.2%.

SMILES | TbHK1 inh | 14-3-3 Bad PPI | L929 necroptosis | Runt-SMMHC FRET | p47phox inh | EBV gp42 inh | Hck Nef HTS | Runt-CBFb FRET | MDM2 E3 inh
O=C(Cc1ccccc1)Nc1ccccc1C(=O)O | 0 | 33 | 0.1 | -6 | -6 | -28 | 2 | 2 | -12
COc1cc(C(=O)O/N=C(\N)c2ccncc2)cc(OC)c1OC | 6 | 0[fluorescence artefact?] | 0.0 | -4 | -14 | -8 | 0 | -2 | -6
COc1ccc(N2C(=O)CC(N(CCc3ccccc3)C(=O)c3ccccc3)C2=O)cc1 (stereo not given) | -3 | -1 | -0.2 | -1 | 2 | 4 | 7 | 6 | -5
O=S(=O)(N1CCOCC1)N1CCN(c2ccccc2F)CC1 | 0 | 2 | -0.1 | -115 | -5 | -4 | 1 | 1 | 1
CCC(C)[C@H](NC(=O)Nc1cccc(Cl)c1)C(=O)O (stereo not given in full) | -9 | -15 | -0.6 | 2 | -7 | 1 | 2 | 2 | 1
Cc1nn(Cc2ccc(C(=O)N3CCOCC3)o2)c(C)c1Br | 0 | -2[fluorescence artefact?] | -0.3 | 1 | 9 | -7 | 3 | -1 | -12
CSCC[C@H](NC(=O)OC(C)(C)C)c1nnc(SCC(=O)Nc2ccc(C)cc2C)o1 | 7 | -4 | 2.1 | 1 | -4 | -1 | 4 | -2 | 13
Cc1cccc(C2c3[nH]c4ccccc4c3CCN2C(=O)Cc2n[nH]c(C)n2)n1 (stereo not given) | -4 | -3 | -0.3 | -1 | 2 | 9 | 4 | 1 | -13
Cc1ccsc1/C=N/N1CCN(c2ccccn2)CC1 | -23 | 1 | 0.3 | 3 | -14 | -9 | 8 | -4 | -6
O=C(c1cc(-c2ccc(Cl)cc2)on1)N1CCOCC1 | 0 | 4 | -0.3 | -1 | -18 | -17 | -1 | 1 | -46
CCC(CC)NC(=O)c1cccc([N+](=O)[O-])c1C | -2 | -9[fluorescence artefact?] | -0.8 | 2 | 2 | -5 | -2 | -2 | -9
COc1ccc2c(c1)[nH]c1c(=O)n(CCCn3ccnc3)cnc12 | -6 | -2 | 0.8 | -5 | -3 | -1 | 12 | 1 | -19
CNC(=O)C(=O)Nc1ccc(C)cc1C | 1 | -16 | 0.7 | -3 | -15 | -12 | 4 | 3 | -8
NC(=O)C[C@@H]1N[C@]2(C(=O)Nc3ccccc32)[C@@H]2C(=O)N(c3cc(C(F)(F)F)ccc3Cl)C(=O)[C@H]12 | -1 | 2 | -0.1 | 3 | -11 | -33 | 0 | -1 | -11
Cn1c(CCc2ccccc2)nnc1SCC(=O)N1CCOCC1 | -4 | -13 | 0.2 | -11 | -3 | -7 | 8 | -1 | 0
O=C(CSc1nc2ccc(Cl)cc2[nH]1)Nc1ccc2c(c1)CCC2 | -3 | -2[fluorescence artefact?] | 3.1 | 0 | -7 | -15 | 0 | 0 | -6
COn1c(-c2ccccc2)nc2c1CCc1nonc1-2 | 2 | -6[fluorescence artefact?] | 0.0 | 2 | -9 | -14 | 0 | 0 | 3
CCOC(=O)CNC(=O)CSc1nnc(-c2ccccc2OC)n1CC | 1 | 4[fluorescence artefact?] | 0.8 | 0 | -6 | -18 | 0 | -4 | -16
O=[N+]([O-])c1ccc(C=Nc2cccc3ccccc23)s1 | -8 | 8 | -1.9 | -2 | 2 | -7 | 21 | 25 | 0
COc1ccc(NC(=S)N2CCCC(CO)C2)c(OC)c1 (stereo not given) | 2 | 6 | 0.6 | 2 | -3 | -8 | 3 | 1 | 7

3 entries already listed, arranged by formula weight, largest number first:
SMILES | TbHK1 inh | 14-3-3 Bad PPI | L929 necroptosis | Runt-SMMHC FRET | p47phox inh | EBV gp42 inh | Hck Nef HTS | Runt-CBFb FRET | MDM2 E3 inh
COc1ccc(N2C(=O)CC(N(CCc3ccccc3)C(=O)c3ccccc3)C2=O)cc1 (stereo not given) | -3 | -1 | -0.2 | -1 | 2 | 4 | 7 | 6 | -5
Cc1cccc(C2c3[nH]c4ccccc4c3CCN2C(=O)Cc2n[nH]c(C)n2)n1 (stereo not given) | -4 | -3 | -0.3 | -1 | 2 | 9 | 4 | 1 | -13
COc1ccc2c(c1)[nH]c1c(=O)n(CCCn3ccnc3)cnc12 | -6 | -2 | 0.8 | -5 | -3 | -1 | 12 | 1 | -19

Additional entries follow.
SMILES | TbHK1 inh | 14-3-3 Bad PPI | L929 necroptosis | Runt-SMMHC FRET | p47phox inh | EBV gp42 inh | Hck Nef HTS | Runt-CBFb FRET | MDM2 E3 inh
CN(C)S(=O)(=O)c1ccc(Cl)c(-c2nnc3n2CCCCC3)c1 | -3 | -2 | -0.2 | 1 | -11 | -11 | 21 | 3 | -11
Cc1nc2ccccn2c1C(=O)CSc1ccccc1 | -28 | -8 | 0.3 | 0 | -1 | -3 | 24 | 0 | -3
O=C(c1cc(COc2ccc(F)cc2Cl)on1)N1CCC(c2ccncc2)CC1 | 4 | -4 | -0.8 | -3 | -2 | -12 | 17 | -4 | 9
O=S(=O)(c1ccc(-c2csc(Nc3ccc(Br)cc3)n2)cc1)N1CCCC1 | -7 | -10 | 0.9 | 0 | 1 | -1 | 1 | 4 | -27
O=C(Nc1ccc(F)c(F)c1)c1ccc(F)c(S(=O)(=O)N2CCOCC2)c1 | 2 | 7 | 0.3 | 0 | -7 | -20 | 0 | 2 | 9
CCOC(=O)Cc1csc(NC(=O)c2cccnc2)n1 | -12 | -2 | 0.6 | -4 | -1 | -16 | -2 | 2 | -7
Cc1cc2oc(=O)cc(CSc3nnc(C)n3N)c2cc1C(C)C | -16 | 8 | -0.3 | 3 | -13 | -19 | 2 | 0 | -18
COc1ccc(OC)c2sc(NNC(=O)COc3ccccc3)nc12 | 11 | -13 | -0.1 | 3 | 2 | 7 | 15 | 23 | -16
C(=N\N1CCOCC1)/c1cccs1 | -4 | -12 | -0.2 | 1 | -8 | -4 | 2 | 0 | 9
CCOc1ccc2ncc(S(=O)(=O)c3ccc(C)cc3)c(N3CCC4(CC3)OCCO4)c2c1 | -8 | -4 | 1.3 | 1 | -24 | -54 | 2 | -5 | -12
CCCc1ccc(OCc2ccccc2)c2c(=O)cc(C(=O)OCC)oc12 | -2 | -3 | 0.9 | -1 | 2 | -5 | 12 | -1 | -11
CCOC(=O)c1c(NC(=O)CCCC(=O)O)sc2c1CCC2 | -18 | -12 | 25 | 1 | 7 | -11 | 18 | 2 | -5
NC(=O)c1ccccc1-c1nc(-c2ccccc2)no1 | -1 | 0 | 3.7 | 2 | -2 | -7 | -3 | -1 | 4
c1ccc(-c2csc(N3CCOCC3)n2)cc1 | -3 | -28 | 0.5 | 5 | -16 | -5 | 1 | 5 | -11
O=C1CN(C(=O)COC(=O)C2CC(=O)N(Cc3ccco3)C2)c2ccccc2N1 (stereo not given) | 2 | -7 | -0.2 | 1 | -5 | -6 | 0 | -2 | -15
Nc1nnc(/C=C/c2ccccc2)s1 | -41 | -6 | -0.9 | 0 | 2 | 3 | 21 | 0 | -7
COc1ccc(/C=C/C(=O)OCC(=O)NCc2ccco2)c(OC)c1 | -34 | -6 | 1.6 | 0 | -1 | -9 | 27 | 0 | -1
Clc1ccc(OCCN2CCCCC2)cc1Cl | -1 | 31[fluorescence artefact?] | 0.4 | 1 | 1 | -2 | -2 | -2 | -5
CC(=O)Nc1cccc(OCCCNC(=O)C2CCC2)c1 | -6 | -3 | -0.7 | -2 | -14 | -4 | -2 | 3 | -2
Cc1ccc(S(=O)(=O)N2CCOCC2)cc1NC(=O)COC(=O)c1cc(=O)[nH]c2ccccc12 | -14 | -1 | 0.7 | 3 | -4 | -12 | 23 | 2 | -10
O=C(NCCCn1ccnc1)C1CC(c2cccc(Br)c2)=NO1 (stereo not given) | 8 | 7 | -0.2 | 2 | -1 | -10 | 14 | -2 | -11
N#CC(C(=O)Nc1ccccc1)=C1CCCCC1 | -1 | -2[fluorescence artefact?] | 2.4 | -2 | -10 | -7 | -2 | 1 | -9
C#CCCCCCCCCC(=O)NCCCC | 8 | -2 | 0.6 | -2 | 7 | 7 | -18 | 0 | 6
COc1ccc(N(C(=O)c2cccnc2)S(=O)(=O)c2ccc3c(c2)n(C)c(=O)n3C)cc1 | -2 | -10 | -0.5 | -2 | -9 | -17 | -5 | -2 | /
CN(C)c1ccc(N=Nc2ccccc2C(=O)OCC(=O)N(C)c2ccccc2)cc1 | -11 | -9[fluorescence artefact?] | 3.0 | 24 | -8 | -9 | 0 | 22 | -4
Cc1cc(C)c2[nH]c(=O)c(CN(CC3CCCO3)S(=O)(=O)c3ccc4c(c3)OCCO4)cc2c1 (stereo not given) | -7 | -9 | -0.4 | -4 | 5 | -19 | 0 | -6 | -16
O=C(c1ccc2ncsc2c1)N1CCN(c2ccccc2Cl)CC1 | -3 | 4 | 1.3 | 5 | -5 | -11 | 0 | 0 | 1
CCCC1=C(C(=O)OCC)C(c2ccc(F)cc2)n2ncnc2N1 (stereo not given) | -8 | 13[fluorescence artefact?] | 0.1 | 3 | -7 | 13 | 0 | -2 | 1
CC(=O)c1ccc(N2CCN(CC(=O)N(CC(C)C)c3c(N)n(CC(C)C)c(=O)[nH]c3=O)CC2)cc1 | -23 | -8 | 0.0 | 3 | -11 | 8 | 10 | 0 | 2
Cc1ccccc1NC(=O)NC1(C(=O)N2CCOCC2)CCCCC1 | -5 | 3 | 4.5 | 5 | 2 | 1 | 26 | 1 | 7
Cc1[nH]c2ccccc2c1/C=N/NC(=S)NC(C)C | -30 | -11 | 4.0 | 7 | -9 | 2 | -12 | 9 | -12
COc1ccc2c(C)cc3nncn3c2c1 | 12 | 7 | 30 | -4 | -5 | 5 | 31 | 2 | -4
O=C(Nc1ccc(C(F)(F)F)cc1)N1CCN(c2ccnc3cc(Cl)ccc23)CC1 | -8 | 3 | 71 | 5 | -6 | -6 | -1 | 2 | -17
CCOC(=O)c1c(NC(=S)NC(=O)c2ccc(Cn3cc(Cl)cn3)o2)sc2c1CCC(C)C2 (stereo not given) | -1 | -8 | 0.3 | 4 | -6 | -12 | 0 | -1 | -9
O=C(O)C1CC=CCC1C(=O)Nc1ccccc1 (stereo not given) | 2 | 4[fluorescence artefact?] | 1.5 | -1 | -13 | -7 | 1 | 4 | -1
Cc1ccc(C)c(N2CCN(S(=O)(=O)c3cccc4cccnc34)CC2)c1 | 11 | -4 | -0.2 | 0 | -6 | 5 | -18 | -4 | -10
O=C(Nc1cccnc1)c1sc(Nc2ccccc2)nc1-c1ccccc1 | 6 | -11[fluorescence artefact?] | 0.6 | 5 | 2 | 10 | 3 | 1 | -3
O=C(CN1C(=O)CSc2ccc(S(=O)(=O)N3CCOCC3)cc21)NCCCN1CCOCC1 | -3 | -7 | 1.1 | -2 | -5 | -16 | 17 | -1 | -6
O=C(c1ccccc1)N1CCN(c2ccc([N+](=O)[O-])c(NCc3ccco3)c2)CC1 | -10 | -5[fluorescence artefact?] | 0.2 | -7 | 6 | 21 | -1 | -4 | 8
O=C(CSc1nncs1)NC(=O)NC1CCCC1 | -3 | 3 | 3.8 | -2 | -12 | -11 | 1 | -1 | -5
O=C(Nc1ccccc1)OCc1cn(-c2ccc(Cl)cc2)nn1 | 1 | -13 | 1.0 | 0 | -4 | -16 | 1 | 1 | -36
CC1(C)Cc2ccccc2-c2nnc(SCc3ccccc3)n21 | 5 | 4[fluorescence artefact?] | -0.3 | -2 | 8 | -18 | 8 | -4 | 10
